Screening results deposited in PubChem BioAssay by several laboratories.
CRFR2-BP antag – blocks CRF-induced signaling of the CRF-BP/CRF-R2 complex. 350,000 compounds, 0.59% hits. AID 588475. HEK293 CRF-R2/CRF-BP, CRF-induced calcium fluorescence. inhibition, % at 11.8 µM;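 active = inhibition of the ligand-induced calcium signal above about 50% at the single tested concentration, limit read from the data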
M5 PAM – potentiates acetylcholine response at human M5 receptor. P08912. CHO-K1 hM5, Fluo-8 calcium, ACh EC20 PAM; 0% = ACh EC20, 100% = ACh EC100. activation, % at 3 µM. 360,000 compounds, 0.3% hits. AID 624038;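 active = activation above the run cutoff, the mean activation of all test compounds plus 3 SD, cut at about 18% in these data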
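Assay system: CHO-K1 hM5 cells. Also added: acetylcholine at EC20 concentration, added after compound. Dosing: 3 µM, single dose. Times: compound preincubation 140 s before EC20 acetylcholine addition. Signal: Fluo-8 calcium fluorescence. Measure: % activation relative to EC20 and EC100 ACh responses. Repeats: singlicate, one well per test compound.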
CRFBP-R2 agonist – CRF-BP/CRF-R2 complex agonism; HEK293 CRF-R2/CRF-BP, calcium dye fluorescence (FLIPR); percent of saturating CRF peptide response; 350,000 compounds, 0.46% hits; activation, % at 13.2 µM;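 active = activation of at least 50%, plus an integration ratio under a set limit after plate pattern correction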;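 note: plate controls were neutral control wells without compound for no effect and CRF at EC100 for full effect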
M1 PAM parental – counter-screen for M1 PAMs: effect in parental CHO-K1 cells | ATP EC20, Fluo-8 calcium fluorescence; 0% at ATP EC20, 100% at ATP max | activation, % at 3 µM | 360,000 compounds, 0.02% hits | AID 602247;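 active = activation above the run cutoff, the mean activation of all test compounds plus 3 SD, cut at about 40% in these data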;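 note: peak over basal fluorescence ratio in a 140 s read after ATP addition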
CHRM4 PAM – positive allosteric modulators of human muscarinic M4 receptor | CHO-K1 hM4/Gqi5, Fluo-8 calcium fluorescence, ACh EC20; 0% = ACh EC20, 100% = maximal ACh | activation, % at 3 µM | 360,000 compounds, 0.4% hits | P08173;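 active = activation above its plate's cutoff, the mean activation of sample wells plus 3 SD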; note: some results filed as inactive read as strong as hits
Target sequence (P08173 whole entry, looked up): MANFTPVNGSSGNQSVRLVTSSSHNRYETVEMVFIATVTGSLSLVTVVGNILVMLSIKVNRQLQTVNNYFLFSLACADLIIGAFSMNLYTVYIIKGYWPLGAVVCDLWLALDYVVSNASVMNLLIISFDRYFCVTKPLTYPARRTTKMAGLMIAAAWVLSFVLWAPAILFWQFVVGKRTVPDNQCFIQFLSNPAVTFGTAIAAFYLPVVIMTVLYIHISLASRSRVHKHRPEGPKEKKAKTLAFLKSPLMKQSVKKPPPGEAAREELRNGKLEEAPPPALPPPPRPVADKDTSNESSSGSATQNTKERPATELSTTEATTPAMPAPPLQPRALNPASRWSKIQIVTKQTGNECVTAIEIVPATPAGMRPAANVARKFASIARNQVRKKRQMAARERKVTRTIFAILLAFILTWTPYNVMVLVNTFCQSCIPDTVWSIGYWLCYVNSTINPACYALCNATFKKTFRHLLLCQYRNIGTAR
M5 ag – agonists of human muscarinic M5 receptor (CHRM5); activation, % at 3 µM; AID 624037; CHO-K1 hM5 cells, Fluo-8 calcium fluorescence; 0% DMSO wells, 100% maximal acetylcholine response; 360,000 compounds, 0.19% hits;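 active = activation above the run's mean over test compounds plus 3 SD, cut at about 23% in these data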;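 note: signal is peak over basal fluorescence ratio across the kinetic read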
M5 antag – blocks acetylcholine activation of human M5 receptor. P08912. CHO-hM5 cells, Fluo-8 calcium fluorescence, ACh EC80. inhibition, % at 3 µM. 360,000 compounds, 0.59% hits. AID 624040;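 active = inhibition above a per-plate cutoff, the mean of that plate's test compounds plus 3 SD, cut at about 27% in these data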;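 note: 0% = acetylcholine EC80 with DMSO and 100% = DMSO without agonist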
TAAR1 ag – human TAAR1 agonism; Q96RJ0; CHO RD-HGA16 TAAR1, Fluo-8 calcium fluorescence; vehicle wells 0%, saturating PEA agonist 100%; activation, % at 3 µM; 360,000 compounds, 0.99% hits; AID 624467;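 active = activation above the mean activation of all test compounds in the run plus 3 SD, cut at about 38% in these data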
Target sequence (Q96RJ0 whole entry, looked up): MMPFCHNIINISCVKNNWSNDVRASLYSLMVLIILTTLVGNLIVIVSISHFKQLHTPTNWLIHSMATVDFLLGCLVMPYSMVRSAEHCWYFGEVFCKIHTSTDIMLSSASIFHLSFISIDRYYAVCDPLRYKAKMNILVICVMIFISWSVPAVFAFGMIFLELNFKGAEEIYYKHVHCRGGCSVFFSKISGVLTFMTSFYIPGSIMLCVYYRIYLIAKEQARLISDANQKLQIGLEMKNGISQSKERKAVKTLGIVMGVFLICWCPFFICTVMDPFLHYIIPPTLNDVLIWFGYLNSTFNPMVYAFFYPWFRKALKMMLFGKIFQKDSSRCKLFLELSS
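Signal – calcium-sensitive Fluo-8 signal, excitation 470-495, emission 515-575 nm · System – RD-HGA16 (CHO) cells co-expressing Gα16 and hTAAR1 · Incubation – 17-24 h seeding, 75 min 37 °C dye, 30 min RT · Compound dosing – 3 µM single concentration · Repeats – no replicates (n 1)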
TAAR1 antag – human TAAR1 antagonism | Q96RJ0 | CHO RD-HGA16 TAAR1, Fluo-8 calcium fluorescence, antagonist | inhibition, % at 3 µM | 360,000 compounds, 1.5% hits | AID 624466;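 active = inhibition above a per-plate cutoff, the mean inhibition of test compounds on that plate plus 3 SD, cut at about 49% in these data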;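 note: 0% = DMSO plus EC80 beta-PEA response and 100% = DMSO alone without agonist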
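Test system – hTAAR1-expressing CHO RD-HGA16 cells, Gα16-coupled · Reagent – β-PEA at EC80 concentration, post-compound challenge · Compound dosing – 3 µM, single point · Timing – 140 s kinetic read after compound, 140 s after agonist · Detection – Fluo-8 intracellular calcium dye fluorescence, real-time kinetic reads · Control set – DMSO and EC80 PEA controls · Repeats – n of 1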
* marks the source's active call; other numbers are inactive results; nt = not tested or not shown.

SMILES	CRFR2-BP antag	M5 PAM	CRFBP-R2 agonist	M1 PAM parental	CHRM4 PAM	M5 ag	M5 antag	TAAR1 ag	TAAR1 antag
CCOC(=O)Cc1cc(=O)n2[nH]c(C)c(-c3ccccc3OC)c2n1	-11	3	-0.8	-9	0	-4	-2	5	-15
O=C1Nc2c(Br)cccc2C1=O	4	-1	5.6	6	-1	3	5	4	-20
CCC(C)c1ccccc1NC(=O)COC(=O)C1=COCCO1 (stereo not drawn)	13	3	-0.1	19	0	2	0	5	17
Cc1oc(-c2ccccc2Cl)nc1CN1CCCCC1CO (stereo not drawn)	-23	0	1.0	1	-4	-4	1	2	-2
Oc1ccc2ccccc2c1/C=C/c1ccc2c(Br)cc(Br)c(O)c2n1	-11	-10	4.5	8	6	10	12	4	16
COc1ccc(C(C(=O)NCCC(C)C)N(CCCO)C(=O)c2snc(C(N)=O)c2N)cc1OC (stereo not drawn)	0	1	-0.3	17	-4	5	0	3	-5
CC(=O)N1CCN(C(=O)c2cc(-c3cccc4ccccc34)nc3ccccc23)CC1	16	-11	0.9	-13	-8	0	19	12	67*
CCCNC(=O)C(Cc1ccc(C(F)(F)P(=O)(OCC)OCC)cc1)NC(=O)c1ccc(C#N)cc1 (stereo not drawn)	5	-4	-2.6	19	4	2	13	12	-1
CC(CN1CCCC1)OC(=O)c1cccc(F)c1 (stereo not drawn)	6	4	-0.1	22	-4	-5	2	2	-25
CC1(C)CC(=O)c2cn3c(nc2C1)nc1ccccc13	-25	-4	-0.8	9	2	-9	-1	14	-14
Cc1cccc(OCC(=O)NNC(=O)c2ccccc2OCc2c(C)noc2C)c1	8	0	-1.1	-12	1	0	5	9	7
Cc1ccc(-c2ccc(CCC(=O)O)n2-c2cccc(O)c2)cc1	8	0	0.0	4	0	0	-1	5	-8
N#C/C(=C(/O)COC(=O)c1ccc(O)cc1)c1nc2ccccc2[nH]1	-15	6	-1.8	16	-11	4	-14	0	-9
O=Cc1nc(-c2ccc(Cl)cc2)n2ccccc12	-7	3	-1.2	24	16	-2	-4	-2	-14
O=C(CN1C(=O)NC2(CCCCCC2)C1=O)N1CCN(c2ccccc2)CC1	0	-7	-0.4	-4	-4	7	6	3	8
O=c1[nH]cnc2ccsc12	-12	2	0.2	3	1	3	5	5	-5
COC(c1ccccc1)c1nnc(CCC(=O)N2CCN(Cc3cccs3)CC2)o1 (stereo not drawn)	-15	-2	-0.5	12	-1	-3	4	1	19
Cc1ccc(C(=O)c2c3ccc(C(F)(F)F)cc3[n+]([O-])n2CCC(N)=O)cc1	-4	8	-0.1	-4	5	-4	3	6	-4
O=C(Nc1cc([N+](=O)[O-])ccc1N1CCOCC1)c1ccco1	7	5	-1.7	-3	8	3	7	1	-6
Cc1oc2cc3oc(=O)c(CC(=O)NCCC(=O)O)c(C)c3cc2c1C	-2	-3	-1.4	-2	5	-3	16	-1	1
O=C(Nc1c2c(nn1-c1ccccc1)CS(=O)(=O)C2)c1ccc(Br)o1	16	0	-1.1	11	0	0	0	2	-16
COC(=O)c1ccc(-c2ccco2)n1Cc1ccccc1Cl	8	-3	-0.9	18	14	-2	-9	5	17
O=C(NN=C1CCCC1)c1cc(Cl)cc(Cl)c1O	4	-1	4.9	1	2	5	1	6	-2
CC1CCCCC12NC(=O)N(CC(=O)Nc1ccccc1N1CCOCC1)C2=O (stereo not drawn)	3	1	-0.6	-13	-4	3	-6	2	7
NC(=O)CC[C@@H]1NC(=O)[C@H](CO)NC(=O)c2cc([N+](=O)[O-])cc(I)c2NCC[C@@H](C(N)=O)NC1=O	5	7	-3.1	30	8	1	1	0	1
COCCN(Cc1ccccc1)C(=O)c1cc(S(=O)(=O)N2CCCCCC2)ccc1OC	9	2	-1.2	8	17	-2	-2	2	-7
CSc1nc2ccccc2cc1/C=C(\C#N)c1ccc(Cl)cc1Cl	-1	-2	1.6	-7	0	0	-5	0	17
CSc1ccc(OC2(C)CCN(Cc3ccc(OC(F)(F)F)cc3)C2)cc1 (stereo not drawn)	nt	-2	nt	-6	-5	1	1	-1	-9
CC(C)OC(=O)c1ccc(N2CCN(c3ccccc3F)CC2)nc1	12	-5	6.4	7	-7	-6	10	22	18
COc1cc(/C=C2/NC(=O)N(Cc3ccccc3F)C2=O)cc(OC)c1O	-31	14	15	11	-6	12	-21	13	-23
COc1ccc(NC(=O)CCNC(=O)c2ccc([N+](=O)[O-])cc2)cc1S(=O)(=O)N1CCCCC1	11	4	0.8	2	22*	3	-2	0	-34
CC(C)(Oc1ccc(Cl)cc1)C(=O)Nc1ccc(S(=O)(=O)Nc2ncccn2)cc1	7	-2	-1.3	-21	1	-2	8	0	-7
CCc1noc(C)c1C(=O)OC(C)C(=O)Nc1ccc(Cl)cn1 (stereo not drawn)	-3	-2	-1.8	6	-1	-6	8	5	12
N#Cc1ccc(Cl)cc1NC(=O)COC(=O)[C@H](CCC(N)=O)NC(=O)c1ccc(F)cc1	27	0	-3.5	-3	-3	0	-3	4	-17
c1ccc2c(c1)CC(N1CCCCC1)c1ccccc1S2 (stereo not drawn)	-10	-32	-6.1	-11	-24	-20	3	-2	-17
CC1(C(=O)NCc2ccccc2Br)CCN1Cc1ccc2ccccc2c1 (stereo not drawn)	nt	-9	nt	-3	-8	-3	1	0	9
CC(C)Cc1nc(SCC(=O)Nc2ccc(S(N)(=O)=O)cc2)n[nH]1	9	-4	0.9	8	10	-2	0	15	-3
COc1ccc2oc(C(=O)NCC3CCCO3)c(C)c2c1 (stereo not drawn)	-6	4	0.4	-13	3	-2	-9	0	-13
O=C(c1cc(Cl)ccc1[N+](=O)[O-])N1CCc2ccccc2C1	1	-1	2.6	14	-3	-7	1	-1	0
Cc1cc(C)cc(C(=O)NCC(=O)OCC(=O)c2cc(C)n(CC(F)(F)F)c2C)c1	-6	1	-2.7	6	3	-4	-3	4	1
NC(=O)CC(NC(=O)c1ccccc1)c1ccc(NCc2ccc(F)c(F)c2)c([N+](=O)[O-])c1 (stereo not drawn)	15	-6	-2.8	16	6	-2	11	3	-5
Cc1cc(C)n(-c2nc(NCCN(C)C)c3c4c(sc3n2)CCCC4)n1	-12	7	16	24	7	-3	3	4	3
C1CCc2nnc(-c3nnc4n3CCCCC4)n2CC1	6	-2	-0.9	4	4	-1	0	14	6
COc1ccc(NC(=O)Cn2nnc(C(=O)NCc3ccc(C)cc3)c2N)cc1OC	0	4	-0.6	22	2	-2	4	-1	3
CC(C)CNC(=O)COC(=O)CCC(=O)c1ccc(Cl)cc1	34	-3	-0.5	15	-6	-2	7	2	-30
Cc1nc2ccc(-n3ccc(=O)cc3)cc2s1	-12	-8	-0.8	6	2	3	9	1	-6
Cc1oncc1-c1cn2ccccc2n1	-1	-7	0.3	5	6	-2	11	9	-2
CCCS(=O)(=O)N1CCCC(c2nc(-c3cccc(OC)c3)no2)C1 (stereo not drawn)	-4	3	-0.2	16	6	-1	-3	7	10
COc1ccc(C(=O)NC2CCCc3ccccc32)cc1Br (stereo not drawn)	29	-3	0.2	4	-2	-6	7	0	1
COC(=O)c1ccc(-c2noc(CN3C[C@H]4CC[C@H]3C4)n2)cc1	7	1	-0.1	6	1	-2	-4	15	14
Cc1cc2nc(SCC(=O)N(C)C)c3c(c2cc1C)CCCC3	-14	0	0.6	-5	0	1	4	1	-20
O=C(c1cccs1)N1CCN(c2ccc(Cl)cc2)CC1	19	-5	-3.2	1	2	5	-7	2	15
S=C(NCc1ccccc1)N1CCN(C(=S)NCc2ccccc2)CC1	-2	11	0.0	17	7	3	-6	2	-4
COc1cc(CCN2C(=O)c3cccc4cccc(c34)C2=O)c(S(=O)(=O)NCCO)cc1OC	0	-9	-2.3	17	-6	5	0	15	45
NC(=O)CCC(NS(=O)(=O)c1ccc(Cl)cc1)C(=O)NCC1CCCCC1 (stereo not drawn)	-16	-1	-1.0	7	-4	-1	8	-3	-7
C=C(C)C(=O)OCC(C)C	0	0	-1.6	1	6	4	5	0	-2
O=C(c1ccccc1)c1ccccc1NC(=O)C1CCCN1Cc1ccccc1 (stereo not drawn)	-7	-15	-2.8	17	-21	3	12	3	-30
C=CCSc1nnc(CSc2nc3sc4c(c3c(=O)[nH]2)CCCC4)n1-c1ccccc1	-2	10	-2.4	-4	11	0	-9	1	-9
Cn1ncc2cc(NC(=S)NC(=O)c3ccccc3)ccc21	-8	4	-0.1	10	17	2	-2	10	-28
CCN(CC)Cc1c(C(=O)N/N=C/c2ccncc2)nnn1-c1nonc1N	10	-8	0.1	-19	-4	-5	10	3	12

Next section
SMILES	CRFR2-BP antag	M5 PAM	CRFBP-R2 agonist	M1 PAM parental	CHRM4 PAM	M5 ag	M5 antag	TAAR1 ag	TAAR1 antag
O=C1c2cccc3cccc(c23)C(=O)N1Cc1ccco1	-1	-4	2.5	18	7	-2	-3	8	6
Cc1cc(C)c(OCCN(C)Cc2ccccc2)c(Br)c1	87*	0	-0.2	11	0	-3	5	3	-6
CCC(C)NC(=O)CN(c1cc(C)cc(C)c1)S(=O)(=O)c1c(C)[nH]c(=O)[nH]c1=O (stereo not drawn)	15	4	-2.8	14	6	4	3	0	-2
COc1cc(CNC(C)c2ccccc2)cc(Br)c1OCc1ccccc1 (stereo not drawn)	-21	2	-1.1	20	-3	2	9	18	38
O=C(O/N=C(/c1ccccc1)c1ccncc1)c1ccccc1[N+](=O)[O-]	0	10	-4.5	5	6	-1	-12	1	-68
COc1ccc(C(CNC(=O)COc2ccc(Cl)cc2C)N2CCCCC2)cc1 (stereo not drawn)	-15	-5	-0.6	0	-4	-6	2	1	-14
Cc1cccc(N2C(=S)N=C(Nc3c(C)cccc3C)C23CCOC(C)(C)C3)c1 (stereo not drawn)	11	1	4.2	5	4	-1	0	3	-8
